LYP inhibition: inhibitors of LYP phosphatase, biochemical, fluorescence intensity, uHTS (AID 1779); one-dose inhibition, % at 11.5 µM; IC50 in µM for titrated hits; recombinant LYP phosphatase, fluorescence intensity; higher % means a stronger effect; 290,000 compounds, 0.054% hits; in the data active = inhibition above about 50%;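 also: plate controls were vehicle with enzyme for no effect and no enzyme for full effect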
GPR55 antagonists: inhibition of LPI-stimulated GPR55 beta-arrestin translocation – imaging, U2OS, beta-arrestin-GFP, LPI agonist, primary screen (AID 2013). one-dose inhibition, % at 10 µM; IC50 in µM for titrated hits. 290,000 compounds, 0.13% hits. U2OS GPR55 beta-arrestin-GFP translocation imaging, LPI antagonism; higher % means a stronger effect;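 active = spots per cell inhibited over 60%, with over 100 cells counted and total cytoplasm intensity under 500,000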;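 also: U2OS cells stably carrying GPR55 and arrestin-GFP stimulated by 5 µM LPI near EC80; imaged beta-arrestin-GFP aggregate spots per cell after agonist stimulation; plate controls were LPI-stimulated DMSO wells for no effect and DMSO wells without LPI for full effect; some results filed as inactive read as strong as hits; confirmed hits need IC50 under 10 µM and bright autofluorescent wells are also inconclusive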
SV40 large T antigen: SV40 large T antigen inhibitors, biochemical (AID 1903); 310,000 compounds, 0.39% hits; one-dose inhibition, % at 20 µM; IC50 in µM for titrated hits; SV40 large T antigen ATPase/helicase inhibition assay; higher % means a stronger effect; in the data active = a potency from the dose series; also: strong numbers were not always called active
Lipid droplet: modulators of hepatic lipid droplet formation | AML12 mouse hepatocytes, oleate lipid droplets, BODIPY imaging | inhibition, % at 6.5 µM | 240,000 compounds, 0.4% hits;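 active = lipid droplet intensity inhibited by at least 50%, with more than 500 cells counted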
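Material – mouse AML12 hepatocyte cell line, fixed after treatment · Compound dosing – one dose, 6.5 µM compound · Times – compound with oleate, overnight · Measured by – Image-based BODIPY and DAPI two-channel analysis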
GPR35 antagonists: GPR35 antagonists blocking zaprinast-driven arrestin recruitment, primary screen, imaging, U2OS, beta-arrestin-GFP, zaprinast agonist (AID 2058). U2OS GPR35 beta-arrestin-GFP translocation imaging, zaprinast antagonism; higher % means a stronger effect. one-dose inhibition, % at 10 µM; IC50 in µM for titrated hits. 290,000 compounds, 0.052% hits;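 active = inhibition of at least 50% with at least 30 cells and total cytoplasm GFP at most 10,000,000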
NTR1 agonist: agonists of NTR1, primary screen, imaging, U2OS cells, beta-arrestin-GFP, high content (AID 493036) | P30989 | NTR1-U2OS beta-arrestin-GFP spot imaging, agonist mode | activation, % at 20 µM | 330,000 compounds, 0.17% hits;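 active = activation at or above 40% of the spot to cytoplasm intensity ratio, with at least 20 cells analyzed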;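 also: 0% = DMSO without peptide and 100% = 100 nM NTR1 peptide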
Target sequence (P30989 whole entry, looked up): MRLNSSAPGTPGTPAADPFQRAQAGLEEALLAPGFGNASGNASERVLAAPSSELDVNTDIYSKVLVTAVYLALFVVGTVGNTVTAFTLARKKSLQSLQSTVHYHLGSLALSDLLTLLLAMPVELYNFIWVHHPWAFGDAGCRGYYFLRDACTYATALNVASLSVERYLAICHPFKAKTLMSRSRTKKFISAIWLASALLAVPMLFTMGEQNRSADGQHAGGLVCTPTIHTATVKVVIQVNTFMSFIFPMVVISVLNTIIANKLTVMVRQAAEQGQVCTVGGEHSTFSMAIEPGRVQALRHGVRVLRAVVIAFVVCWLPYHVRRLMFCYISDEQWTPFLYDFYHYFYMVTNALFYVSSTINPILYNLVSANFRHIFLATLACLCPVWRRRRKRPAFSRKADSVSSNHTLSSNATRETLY
MgcRacGAP inhibition: MgcRacGAP GTPase-activating activity inhibitors, confirmation, biochemical, ADP Hunter fluorescence. MgcRacGAP-stimulated Rac1 GTP hydrolysis, ADP Hunter fluorescence; higher % means a stronger effect; GST-tagged Rac1 F28L mutant substrate. 340,000 compounds, 0.6% hits. inhibition, % at 30 µM, or IC50 in µM where a hit was titrated;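 active = first-screen hits whose inhibition reached a set limit at any dose in the follow-up dose series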;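 also: fluorescence reports GDP produced by GAP-driven GTP hydrolysis; strong numbers were not always called active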
GPR55 activation: selective activators of receptor GPR55 – imaging, U2OS cells, beta-arrestin-GFP redistribution, primary screen (AID 1961); U2OS GPR55 beta-arrestin-GFP redistribution imaging; higher % means a stronger effect; activation, % at 10 µM; hits with a dose series show EC50 in µM; 290,000 compounds, 0.048% hits;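 active = activation above 40% with more than 50 cells counted in the well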;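 also: U2OS osteosarcoma cells stably expressing GPR55 and beta-arrestin-GFP; plate controls were DMSO negative control for no effect and LPI positive control for full effect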
T cell modulator: modulates CD8 T cell binding to vesicles. 2C CD8+ T cell-vesicle binding, flow cytometry; hits give low values. calls only at 7 µM. 330,000 compounds, 0.068% hits;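 active = response, share of CD8 T cells binding vesicles, and their 90th percentile fluorescence all below set limits, cut at about 80% in these data, passing the limit was not always enough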
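Read-out – percent CD8+ FL2 mean versus row control · System – murine 2C transgenic CD8+ T lymphocytes · Times – 1.5 h cell–vesicle binding at 37 °C, then 20 min icy labelling · Control set – naked vesicles low, QL9 vesicles with vehicle high · Detection – cytometric PE anti-B7-1 and Alexa647 anti-CD8 signals after 1% paraformaldehyde fixation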
Lipid droplet cells 6.5 µM: further read-out of Lipid droplet, marked with its call; cell count; measured here: cell count, cytotoxicity flag;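 cells counted across two imaged fields per well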
T cell modulator vesicle-bound %: recorded beside T cell modulator, whose call it bears; double positive events, %; measured here: CD8+ vesicle-bound cell fraction;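 binding gate set so that unloaded-vesicle control wells show 10% double positive cells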
NTR1 agonist cell count 20 µM: also measured in NTR1 agonist; calls as there; cell count; measured here: cell count, cytotoxicity flag
* hit, by the source's call; i = inactive; nt = not tested or not shown.

No. | compound | LYP inhibition | GPR55 antagonists | SV40 large T antigen | Lipid droplet | Lipid droplet cells 6.5 µM | GPR35 antagonists | NTR1 agonist | NTR1 agonist cell count 20 µM | MgcRacGAP inhibition | GPR55 activation | T cell modulator | T cell modulator vesicle-bound %
1 | CN(C)C(=O)c1ccc(Nc2ncnc3sc4c(c23)CCCCC4)cc1 | -9% | 0% | 13% | -16 | 721 | 4% | -0.5 | 32 | 6% | -0.2% | i | 42
2 | CC1=NCCN1CCNC(=O)Nc1ccc(F)cc1 | 2% | -7% | 15% | 0 | 688 | -1% | 0.4 | 47 | nt | -0.1% | i | 20
3 | COC(=O)c1ccc(C(=O)OC)c(NC(=S)N2CCN(c3ccc(F)cc3)CC2)c1 | 2% | 3% | 0% | 1 | 723 | 9% | 1.8 | 73 | 3% | -0.2% | i | 20
4 | O=C(Nc1cccnc1)c1ccc(NS(=O)(=O)c2cc([N+](=O)[O-])ccc2Cl)cc1 | 0% | 8% | 13% | -11 | 760 | 10% | 0.9 | 52 | 15% | -0.1% | i | 30
5 | COCCSc1ccccc1C(=O)Nc1ccccc1C(C)C | -5% | -8% | 4% | -13 | 724 | -6% | -0.4 | 36 | 10% | -0.1% | i | 34
6 | O=C1CN(c2nc3ccccc3n3cnnc23)CC(=O)N1CCc1ccccc1 | -3% | 4% | 10% | 3 | 683 | -10% | 8.1 | 58 | 3% | 1.1% | i | 47
7 | C/C=C1\COC(C(=O)NCc2ccncc2)(C(F)(F)F)C=C1C=C1CCCCC1 (stereo not given) | nt | nt | 7% | nt | nt | nt | 0.1 | 57 | 2% | nt | i | 16
8 | O=C(CSc1ccccn1)N/N=C/c1ccccc1[N+](=O)[O-] | -1% | 2% | 14% | 16 | 669 | 14% | -0.6 | 47 | 2% | -0.1% | i | 45
9 | CCOC(=O)N1CCN(S(=O)(=O)c2ccc(OC)c(Cl)c2)CC1 | -2% | 3% | -8% | -11 | 710 | 14% | -0.6 | 49 | 10% | -0.2% | i | 63
10 | c1ccc(CN2CCC(Nc3nc(-c4cccnc4)nc4ccccc34)CC2)cc1 | 2% | 21% | 8% | 26 | 657 | 10% | 5.8 | 59 | 7% | 0.1% | i | 26
11 | Cc1ccc(-n2c(=O)c3c(C)c(C)sc3n(Cc3cc(=O)n4ccccc4n3)c2=O)cc1C | 0% | 20% | -3% | 11 | 632 | 14% | 5.3 | 84 | 7% | 0.7% | i | 41
12 | COCC(C)NC(=O)CSc1nc2ccccc2c(=O)n1CCc1ccc(S(N)(=O)=O)cc1 (stereo not given) | -10% | 9% | 20% | 1 | 810 | -6% | 1.8 | 62 | 9% | 0.0% | i | 24
13 | COc1ccccc1N(C(C)=O)C1SC(=O)N(c2ccccc2)C1=O (stereo not given) | 1% | 3% | 8% | nt | nt | 16% | 0.6 | 72 | 3% | -2.3% | i | 61
14 | COc1ccc(NC(=O)CS(=O)(=O)c2cn(CC(=O)N3CCOCC3)c3ccccc23)cc1 | -9% | -11% | 14% | 5 | 698 | -1% | -1.3 | 53 | 3% | -0.1% | i | 34
15 | COc1ccc(-c2csc(NC(=O)Cc3ccccc3F)n2)cc1OC | -7% | 7% | 4% | -4 | 754 | 2% | 0.6 | 45 | 7% | -0.1% | i | 42
16 | COc1cccc(NC(=O)c2ccc3c(c2)N(CC(=O)N2CCCCC2)C(=O)C(C)(C)O3)c1 | -6% | 4% | -2% | nt | nt | -4% | -1.3 | 87 | -3% | -0.2% | i | 39
17 | COc1ccc(CN2CCOCC2)cc1OC | -4% | 0% | -5% | 12 | 741 | 3% | -0.9 | 50 | 12% | -0.1% | i | 20
18 | COc1cc(CNCc2ccccn2)ccc1OCc1cccc(Cl)c1 | -8% | -20% | 2% | nt | nt | -6% | 1.9 | 57 | 0% | 0.2% | i | 45
19 | COc1ccc(C2NC(=O)NC3=C2C(=O)CCC3)cc1 (stereo not given) | -6% | 1% | 9% | 1 | 798 | 5% | 1.0 | 61 | 8% | -0.2% | i | 63
20 | COc1cccc(OC)c1C(=O)NC(=O)Nc1c(F)cc(F)cc1F | -4% | 12% | 12% | 3 | 702 | 2% | -0.5 | 63 | nt | 0.2% | i | 55
21 | CCOc1ncccc1C(=O)OCC(=O)Nc1cc(C(=O)OC)ccc1C(=O)OC | -3% | -6% | nt | nt | nt | 7% | nt | nt | nt | -0.2% | nt | nt
22 | O=C(NCc1cccs1)C1(S(=O)(=O)c2ccccc2)CC=CC1 | -2% | 11% | 4% | -11 | 771 | -5% | 5.6 | 77 | 3% | 1.6% | i | 40
23 | CCNc1ccc(C(=O)OCC)cc1NC(=O)c1cccc(S(=O)(=O)N2CCOCC2)c1 | -2% | 14% | 3% | nt | nt | 6% | 0.9 | 61 | 2% | -0.1% | i | 51
24 | O=C(NCCc1csc(-c2cccnc2)n1)c1ccc(Cl)cc1 | -8% | 0% | 7% | -24 | 688 | -7% | -0.2 | 62 | 12% | 0.8% | i | 24
25 | Cc1ccc(C)c(S(=O)(=O)N2CC(=O)N(CCc3ccccc3)C(=O)C2)c1 | -8% | 3% | 13% | 8 | 737 | -2% | 4.1 | 79 | 4% | 0.1% | i | 40
26 | COc1ccc(C2CC(c3cccs3)=NN2C(=O)CSC2=NCCS2)cc1 (stereo not given) | -1% | -10% | 5% | -2 | 662 | -11% | 2.5 | 59 | 8% | 0.7% | i | 28
27 | Cc1cc(C)c(C)c(C(=O)CSc2nnc(C)c(=O)[nH]2)c1C | -2% | -6% | 2% | -12 | 755 | 9% | nt | nt | nt | 0.2% | nt | nt
28 | CCCC(CCC)C(=O)Nc1ccncc1 | -6% | 5% | 3% | -24 | 696 | 17% | -0.8 | 58 | -5% | 0.0% | i | 34
29 | CCC(=O)N1CCc2cc(Br)cc(S(=O)(=O)CCC(=O)NCCOC)c21 | -10% | 9% | 7% | 8 | 767 | 8% | -1.2 | 79 | 10% | 0.0% | i | 48
30 | C=C(C)CC(c1ccccc1)N(C(C)=O)c1ccco1 (stereo not given) | -3% | 18% | 4% | -3 | 662 | -1% | 1.9 | 93 | 7% | 0.0% | i | 35
31 | COc1cccc(C(=O)N(CN2CCCC2=O)c2ccccc2OC)c1 | -9% | 16% | -6% | nt | nt | -2% | 0.0 | 71 | 7% | -0.1% | i | 38
32 | CN(C)CCN(Cc1cc2cc3c(cc2nc1Cl)OCO3)C(=O)c1ccco1 | -5% | 6% | 12% | -19 | 794 | 6% | 0.2 | 45 | 8% | -0.1% | i | 26
33 | COCCC(=O)N1CCC(Oc2ccc(C(=O)N3CCC[C@H]3CO)cc2)CC1 | -6% | -5% | 15% | 8 | 676 | -3% | 0.4 | 48 | -4% | 0.3% | i | 6
34 | O=C(c1ccco1)N1CCN(Cc2csc(-c3ccccc3Cl)n2)CC1 | -3% | -14% | -2% | -23 | 619 | 18% | 0.5 | 75 | 3% | 0.5% | i | 59
35 | FC(F)(F)c1ccc(CN2C[C@@H]3C(c4ccc(Cl)nc4)C4(c5cccnc5)CC3(C4)[C@H]2c2ccccc2)cc1 (stereo not given in full) | -2% | -6% | 4% | 7 | 769 | -12% | 7.5 | 65 | nt | 0.9% | i | 48

Of the compounds above, 4 contain an aryl thioether with sulfur outside any ring.
No. | compound | LYP inhibition | GPR55 antagonists | SV40 large T antigen | Lipid droplet | Lipid droplet cells 6.5 µM | GPR35 antagonists | NTR1 agonist | NTR1 agonist cell count 20 µM | MgcRacGAP inhibition | GPR55 activation | T cell modulator | T cell modulator vesicle-bound %
5 | COCCSc1ccccc1C(=O)Nc1ccccc1C(C)C | -5% | -8% | 4% | -13 | 724 | -6% | -0.4 | 36 | 10% | -0.1% | i | 34
8 | O=C(CSc1ccccn1)N/N=C/c1ccccc1[N+](=O)[O-] | -1% | 2% | 14% | 16 | 669 | 14% | -0.6 | 47 | 2% | -0.1% | i | 45
12 | COCC(C)NC(=O)CSc1nc2ccccc2c(=O)n1CCc1ccc(S(N)(=O)=O)cc1 (stereo not given) | -10% | 9% | 20% | 1 | 810 | -6% | 1.8 | 62 | 9% | 0.0% | i | 24
27 | Cc1cc(C)c(C)c(C(=O)CSc2nnc(C)c(=O)[nH]2)c1C | -2% | -6% | 2% | -12 | 755 | 9% | nt | nt | nt | 0.2% | nt | nt

3 of the entries above in order of the LYP inhibition value, high to low:
No.	Structure	LYP inhibition
11	Cc1ccc(-n2c(=O)c3c(C)c(C)sc3n(Cc3cc(=O)n4ccccc4n3)c2=O)cc1C	0%
22	O=C(NCc1cccs1)C1(S(=O)(=O)c2ccccc2)CC=CC1	-2%
25	Cc1ccc(C)c(S(=O)(=O)N2CC(=O)N(CCc3ccccc3)C(=O)C2)c1	-8%
